Screens as filed in PubChem BioAssay.
Polio RdRp inh: poliovirus RNA polymerase inhibition | poliovirus polymerase elongation, fluorescence polarization; active compounds read low | % elongation, % (compound at 16.7 µg/mL) | 0.66% of 150,000 active | AID 588519; in the data active = % elongation below about 90%; also: some results filed as inactive read as strong as hits
Target sequence (P03300 1749-2209 limits assumed): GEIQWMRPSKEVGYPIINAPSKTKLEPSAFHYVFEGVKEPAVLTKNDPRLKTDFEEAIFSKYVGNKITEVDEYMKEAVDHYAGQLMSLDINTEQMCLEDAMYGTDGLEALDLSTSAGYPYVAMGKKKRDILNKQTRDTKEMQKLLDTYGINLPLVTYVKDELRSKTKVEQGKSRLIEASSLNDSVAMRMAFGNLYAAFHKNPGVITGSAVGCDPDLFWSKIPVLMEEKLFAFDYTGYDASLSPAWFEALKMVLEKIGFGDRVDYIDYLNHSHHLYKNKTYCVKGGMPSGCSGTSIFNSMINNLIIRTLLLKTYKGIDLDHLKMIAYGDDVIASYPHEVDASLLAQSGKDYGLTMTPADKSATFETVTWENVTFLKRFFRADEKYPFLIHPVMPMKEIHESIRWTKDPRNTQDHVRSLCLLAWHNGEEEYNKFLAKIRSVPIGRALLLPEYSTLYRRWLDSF
Polio RdRp inh FP z-score: further read-out of Polio RdRp inh, marked with its call; z-score; measured here: FP z-score; hits read low
* marks the source's active call; other numbers are inactive results. The list is partial (hit frequency here may not be typical).

Values in the order: Polio RdRp inh | Polio RdRp inh FP z-score
Cc1ccn2c(Nc3ccc4c(c3)OCO4)c(-c3ccc(N(C)C)cc3)nc2c1
    104 | 0
COCC(C)NCc1cccc2ccccc12 (stereo not drawn)
    108 | 0.6
Cc1cccc(Cn2c(SCc3ccc(C(=O)NCc4ccccc4F)cc3)nc3cccnc32)c1
    110 | 0.1
CCOC(=O)c1oc2ccc(Br)cc2c1COC(=O)CCn1c(C)csc1=O
    106 | 0.4
CCCN(CCC)C(=O)c1c[nH]c2ccc(S(=O)(=O)Nc3ccc(CC)cc3)cc2c1=O
    102 | 0.2
Cn1nc(-c2ccc(S(=O)(=O)NCc3cccs3)s2)cc1C(F)(F)F
    100 | -1.1
O=C1CSC(=O)N1CNc1cc(Cl)ccc1Cl
    102 | 0.3
CCn1c(=NC(=O)CSCC(=O)Nc2nc(-c3ccccc3)cs2)sc2ccccc21
    103 | 0.4
O=C(Nc1nc2n(n1)C(c1ccc(F)cc1)C=C(c1ccc(Cl)cc1)N2)c1ccco1 (stereo not drawn)
    108 | 0.3
COc1ccccc1-c1nc2c(c(SCc3cc(C)ccc3C)n1)Cc1c(CO)cnc(C)c1O2
    103 | -0.8
Cc1cc(NC(=O)CCC(=O)Nc2cc(C)on2)no1
    102 | 0.7
O=C(CSc1ccc2ccccc2c1)N1CCOCC1
    99 | -0.4
CC(C)c1ccc(NC(=O)CN(C)S(=O)(=O)c2cnc[nH]2)cc1
    103 | 0.3
O=C(CSC1=Nc2ccccc2C2=NC(Cc3ccccc3)C(=O)N12)c1ccc(F)cc1 (stereo not drawn)
    101 | -0.2
Cc1ccccc1Cn1c(CCCO)nc2ccccc21
    99 | -1.4
CCC(=O)Nc1cccc(-c2nc3cccnc3s2)c1
    99 | -0.9
C/C(C#N)=C(/N)c1ccccc1
    106 | 0.9
COC(=O)c1cc(S(=O)(=O)NCC2CCN(Cc3ccc(F)cc3)CC2)cn1C
    105 | -0.1
Cn1c(SCc2cc(F)cc(F)c2)nnc1-c1ccc2nonc2c1
    101 | -0.6
O=C(CSc1nc2c(c(C(F)(F)F)n1)CCc1ccccc1-2)N1CCCCC1
    101 | -0.4

Reformatted as labelled records: 4 of the compounds above
> O=C(CSc1ccc2ccccc2c1)N1CCOCC1
  Polio RdRp inh: 99
  Polio RdRp inh FP z-score: -0.4

> CC(C)c1ccc(NC(=O)CN(C)S(=O)(=O)c2cnc[nH]2)cc1
  Polio RdRp inh: 103
  Polio RdRp inh FP z-score: 0.3

> O=C(CSC1=Nc2ccccc2C2=NC(Cc3ccccc3)C(=O)N12)c1ccc(F)cc1 (stereo not drawn)
  Polio RdRp inh: 101
  Polio RdRp inh FP z-score: -0.2

> Cc1ccccc1Cn1c(CCCO)nc2ccccc21
  Polio RdRp inh: 99
  Polio RdRp inh FP z-score: -1.4

Next records:
Values in the order: Polio RdRp inh | Polio RdRp inh FP z-score
O=C(NN1C(=O)c2cccc3cccc(c23)C1=O)c1ccn[nH]1
    103 | 0.7
O=C1CCCC(O)=C1C=NCCCn1ccnc1
    80 | -5.8
CSc1ccccc1C(=O)NCC(C)C
    102 | 0.8
Cc1cc(C)c(Cn2c3ccccc3c3cnn(CC(=O)N4CCCCC4)c(=O)c32)c(C)c1
    106 | -0.3
CC(=O)N1c2ccc(S(=O)(=O)NCC3CCC(C(=O)NCCC(C)C)CC3)cc2CC1C (stereo not drawn)
    120 | 0.5
Cc1cc(=O)[nH]c(SCC(=O)c2ccc3c(c2)NC(=O)CO3)n1
    103 | 0.1
CC(C)N1CCN(C(=O)c2ccco2)CC1
    97 | -0.7
COc1ccccc1OCCSc1nc2ccccc2o1
    106 | 0.4
Cc1ccc(CNC(=O)c2oc3ccc(C)cc3c2C)cc1
    101 | -0.3
CC(OC(=O)c1cccc(Cl)c1)c1ccc[n+](C)c1 (stereo not drawn)
    98 | -0.7
COc1cc(C)nc(NC(=O)Nc2cccc(Cl)c2)n1
    100 | -1.3
COc1ccc(CCN=C2SCCN2C(=O)c2ccc(C#N)cc2)cc1
    97 | -0.5
CCC(C)NC(=O)CCSc1nc(-c2ccc(OC)cc2)cc(C(F)(F)F)n1 (stereo not drawn)
    110 | 1.2
COc1ccc(Cn2c3nc(C#N)c(C#N)nc3c3c(=O)[nH]c(C)nc32)cc1
    47 | -7.8
O=C(Cc1ccc(F)cc1)NCCc1csc(-c2ccc(C(F)(F)F)cc2)n1
    108 | 0.2
CSc1ccc(CCNC(=O)C2CCN(c3ncnc4c3nc3n4CCCCC3)CC2)cc1
    108 | 0.3
CN(C)CCN(Cc1ccc(Cl)cc1)c1ccccn1
    101 | 0.1
CCOC(=O)C1CCN(S(=O)(=O)c2c(C)n(C)c(=O)n(C)c2=O)CC1
    103 | 0.3
CCOc1ccc2c(c1)c1nnc(SCC3CCCO3)nc1n2C (stereo not drawn)
    101 | -0.4
CSc1cccc(NC(C)C(=O)NCc2ccccc2)c1 (stereo not drawn)
    102 | 0.2
O=C(CSCC(=O)Nc1ccccc1F)Nc1ccc2ccccc2c1
    109 | 0.4
CCN1C/C(=C\c2ccc(OC)cc2)C(=O)/C(=C/c2ccc(OC)cc2)C1
    100 | 0.1
COc1ccccc1C(=O)CSc1ccccc1Cl
    103 | 0.4
N#CC1(NC(Cc2ccccc2)c2ccccc2)CCCCCC1 (stereo not drawn)
    112 | 1.3
COc1cccc2sc(NC(=O)c3ccc4c(c3)OCCO4)nc12
    103 | -1
Cc1ccn2c(=O)cc(CSc3nnc(NC(=O)c4ccccc4Cl)s3)nc2c1
    100 | -1.3
CN(C)/N=C/C=C1\CCC(C(=O)Nc2ccccc2)=C1N1CCOCC1
    105 | 0.3
Cc1cccc(-c2nc(CNC(=O)c3ccco3)cs2)c1
    103 | 0.5
Cn1c(C(=O)Nc2cnc3ccccc3c2)cc2c(=O)n(C)c3ccccc3c21
    102 | -0.1
Clc1ccc(Sc2cccc(Cl)c2Cn2cccc2)cc1
    104 | 0.2
CCOc1ccc(CNC(=O)CCn2c(=O)c3cccn3c3ccc(F)cc32)cc1
    104 | -0.5
CC(C)NC(=O)N1CCN(S(=O)(=O)c2ccc3c(ccn3C)c2)CC1
    105 | -0.3
CCS(=O)(=O)N1CCCC(C(=O)NCCOC)C1 (stereo not drawn)
    113 | 0.5
CCOc1ccc(-c2nnc(SCC(=O)NCCc3ccc(OC)c(OC)c3)nc2-c2ccc(OCC)cc2)cc1
    110 | 0.2
CCOc1cc2c(cc1OCC)-n1cccc1C(c1cccc(F)c1F)NC2 (stereo not drawn)
    101 | -0.5
CC1CN(C(=O)c2cccc(S(=O)(=O)N3CCOCC3)c2)C(=NC2CCCCC2)S1 (stereo not drawn)
    97 | -0.8
O=C(Nc1ccc(S(=O)(=O)NCc2ccco2)cc1)c1ncoc1-c1ccc(Cl)cc1
    101 | -0.3
CC1Cc2ccccc2N1S(=O)(=O)c1cc(Br)cnc1N (stereo not drawn)
    105 | 0.7
CO/N=C(\C(=O)Sc1nc2ccccc2s1)c1csc(N)n1
    98 | -0.8
Cc1c(C)n(Cc2ccc(Cl)cc2)c2ccc(C(=O)NCCc3ccc(S(N)(=O)=O)cc3)cc12
    98 | -1.7
CCC1=C(c2ccc(C)cc2)S(=O)(=O)N=C1N1CCC(C(=O)NCc2ccccc2Cl)CC1
    112 | 0.4
O=C(O)COc1ccc(-c2nnn(Cc3ccc(Cl)cc3Cl)n2)cc1
    98 | -0.7
CCc1cccc(NC(=O)Cn2cc(C(=O)c3ccncc3)c(=O)c3cc(C)c(C)cc32)c1
    102 | -1.2
CC(=O)c1ccc(NC(=O)Cn2ncc3c4ccccc4n(Cc4ccccc4)c3c2=O)cc1
    106 | -0.3
Cc1ccccc1NC(=S)N(C(C)C)C1CCN(C(C)C)CC1
    99 | -0.6
COc1cc(C(=O)OC(C)C(=O)N2CCC(C)CC2)cc(CN2C(=O)c3ccccc3C2=O)c1OC (stereo not drawn)
    106 | 0.5
Cc1ccccc1Cn1c(=O)n(CC2CCC(C(=O)N3CCOCC3)CC2)c(=O)c2sccc21 (stereo not drawn)
    99 | -1.8
CCOc1ccc(Br)cc1C1NC(=O)c2c(sc3c2CCN(C)C3)N1 (stereo not drawn)
    114 | 0.5
Cc1ccc(Nc2nnc(SCc3nc4sc(C(=O)O)c(C)c4c(=O)[nH]3)s2)cc1C
    81* | -2.7*
Cc1cccc(OCCn2cc(/C=N/n3cnnc3)c3ccccc32)c1
    98 | -0.5

(continued)
Values in the order: Polio RdRp inh | Polio RdRp inh FP z-score
O=C(NCCO)C1=NN=CC1
    101 | -0.2
CC(C)OCCCN(C)C1CCN(S(=O)(=O)c2csc(C(N)=O)c2)CC1
    112 | 1.1
COc1ccc(N2C(=O)CCC(C(=O)O)C2c2ccccc2)cc1 (stereo not drawn)
    104 | 0.3
COc1ccc(C)cc1NC(=O)c1cn(C)c(=O)c2cc(OC)c(OC)cc12
    106 | 0.3
COc1cccc(NC(=S)N(Cc2ccco2)C(C)c2ccco2)c1 (stereo not drawn)
    101 | 0.2
Cc1ccc(CN(Cc2ccco2)C(=O)c2ccc(OCC(C)C)cc2)cc1
    107 | 0
NC(=O)c1cccc(C(N)=O)c1
    102 | -0.1
COC(=O)COc1ccc2cccc(-n3cnnn3)c2c1
    101 | -0.3
Cc1nnnn1CC(=O)Nc1ccc(F)cc1
    106 | 0.4
CCCn1nnc(NC(=O)/C=C/c2ccccc2)n1
    102 | 0
CC(Sc1nncn1-c1ccccc1)C(=O)N1CCc2ccccc21 (stereo not drawn)
    102 | 0
CCC(Oc1ccccc1)C(=O)Nc1cccc(OCc2cc(=O)n3cccc(C)c3n2)c1 (stereo not drawn)
    103 | -0.6
Cc1cc(Cl)ccc1OC1C(=O)N(c2cccc(C(F)(F)F)c2)C1c1ccc2c(c1)OCO2 (stereo not drawn)
    107 | 0.4
Nc1cc(-c2ccccc2)nn1CCO
    105 | 0.7
Cc1ccc(-n2c3c(cc(-c4nc(-c5ccc(Cl)cc5)cs4)c2=O)C(=O)CC(C)(C)C3)cc1
    107 | 0.3
Cc1nn(Cc2cccc3ccccc23)c(C)c1NC(=O)C1CC1c1ccccc1 (stereo not drawn)
    103 | 0
COc1cccc(N(CCN2C(=O)c3ccccc3C2=O)C(=O)C(C)C)c1
    104 | 0.3
Cc1ccc(NC(=O)CSc2nccn2Cc2ccco2)cc1Cl
    105 | -0.5
O=C(Cn1c2ccc(F)cc2c2nc3n(c(=O)c21)CCS3)NC1CCCC1
    101 | -0.2
Cc1cc(C)nc(SCCc2ccncc2)n1
    104 | 0.5
COc1ccccc1C(=O)N/N=C/c1c(O)c(I)cc2oc3c(c12)CCCC3
    101 | -0.4
CC1CCCCC1NC(=O)c1ccc(F)cc1 (stereo not drawn)
    104 | 0.2
CCn1cc(/C=C2/C(=O)N(c3ccccc3)c3ccccc32)c2ccccc21
    92 | -2.2
O=S(=O)(CCN1CCN(C(c2ccccc2)c2ccccc2)CC1)C(F)(F)F
    103 | 0.3
CSc1nc(-c2ccccc2F)c(C#N)c(=O)n1C
    102 | 0
Cc1ccccc1NC(=O)C(=O)NCC(c1ccc2c(c1)OCO2)N1CCN(c2ccccc2)CC1 (stereo not drawn)
    102 | -1.2
Cn1c(C(N)=O)cc2ccccc21
    101 | -0.4
Cc1ccc(Cn2nc(C)c(/C=C/C(=O)OCc3nc4c(oc5ccccc54)c(=O)[nH]3)c2Cl)cc1
    101 | -0.1
COc1ccc(OC)c(C2N(Cc3ccccc3C)CCN2Cc2ccccc2F)c1 (stereo not drawn)
    102 | 0.3
O=C1CN(C(=O)CC2c3ccccc3-c3ccccc32)CC(=O)N1
    100 | 0.1
Cc1oc(-c2ccccc2)nc1C(=O)OCc1cc(=O)n2ccsc2n1
    105 | 0.3
Cc1ccc(SCCSc2ncccn2)cc1
    101 | 0.2
CCOC(=O)c1cc(C)n(CC2CCC(C(=O)N3CCCC3)CC2)c1C (stereo not drawn)
    102 | 0.1
Nc1nc(SCC(=O)c2cccs2)n[nH]1
    109 | 0.8
CCn1c(=O)c2ccccc2n2c(=S)[nH]nc12
    102 | 0
O=C1c2[nH]nc(-c3ccccc3O)c2C(c2ccc(F)cc2)N1CCO (stereo not drawn)
    108 | 0.3
O=C1c2cccnc2C(=O)N1CCc1ccc(S(=O)(=O)NC2CCCCCC2)cc1
    104 | 1
CC[n+]1c(C)sc2ccc(CC(=O)[O-])cc21
    104 | 0.3
O=c1cc(-c2c(F)c(F)c(F)c(F)c2F)oc2c(F)c(F)c(F)c(F)c12
    90* | -0.9*
Cc1sc(Nc2ccccc2)nc1-c1ccccc1
    101 | 0.2
COC(CNC(=O)c1cccc(NS(=O)(=O)c2ccc(C)cc2)c1)OC
    102 | 0.3
CCOC(=O)/C(C#N)=C\c1cc2ccc(OC)cc2[nH]c1=O
    88 | -4.2
O=C(CSc1nncs1)Nc1ccccc1
    104 | 0.2
O=C(c1cncc(NS(=O)(=O)c2ccc(Cl)cc2)c1)N1CCCc2ccccc21
    103 | 0.4
Cc1sc(NC(=O)c2ccccc2)c(C(c2cccs2)N2CCN(C)CC2)c1C (stereo not drawn)
    99 | -0.3
O=C(CSc1ccccc1)OCc1nc2ccsc2c(=O)[nH]1
    107 | 0.5
CC(Sc1nc2ccccc2n1CCC#N)C(=O)N1CCCC1 (stereo not drawn)
    104 | 0.2
Cc1nn2c(nc(Cl)c3ccccc32)c1Cl
    100 | -0.4
CCCN1C(=O)CN(C2CCCCC2)C(=O)C1c1ccc(OC)c(OC)c1 (stereo not drawn)
    108 | -0.1
CNc1nc(OC)nc(N(C)C)n1
    99 | -0.5
Cc1cccc(-c2nc3scc(CCNC(=O)c4ccc(Br)o4)n3n2)c1
    112 | 1.2
COC(=O)c1ccc(C(=O)OC)c2c(C(=O)OC)ccc(C(=O)OC)c12
    110 | 0.8

Entries of single compounds as entered above. Values in the order: Polio RdRp inh, Polio RdRp inh FP z-score
Record of Cc1cc(Cl)ccc1OC1C(=O)N(c2cccc(C(F)(F)F)c2)C1c1ccc2c(c1)OCO2 (stereo not drawn) = 107, 0.4
Record of O=C1c2cccnc2C(=O)N1CCc1ccc(S(=O)(=O)NC2CCCCCC2)cc1 = 104, 1
Record of Cc1nnnn1CC(=O)Nc1ccc(F)cc1 = 106, 0.4
Record of Nc1cc(-c2ccccc2)nn1CCO = 105, 0.7
Record of CNc1nc(OC)nc(N(C)C)n1 = 99, -0.5
